S100A4 inh HTS = inhibitors of S100A4-myosin IIA peptide binding, primary screen, biochemical, fluorescence polarization, TAMRA-MyoIIA peptide; 360,000 compounds, 0.14% hits; AID 652163, 2013; inhibition, % at 10.7 µM;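 active = mean inhibition of at least 70% across replicates, with every replicate also reaching that level; inconclusive = mean inhibition reaches 70% but some replicates fall short; inactive = mean inhibition below 70%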
Target sequence (P26447 whole entry, looked up): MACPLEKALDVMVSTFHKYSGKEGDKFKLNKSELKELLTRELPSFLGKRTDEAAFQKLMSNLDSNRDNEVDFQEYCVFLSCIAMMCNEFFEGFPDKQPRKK
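assay system = human S100A4 monomer with TAMRA-labelled myosin IIA peptide | also added = labelled myosin peptide probe, 5 nM | incubation = 5 min between mix addition and reading | control set = DMSO and TFP controls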
ERAP1 inh = human ERAP1 aminopeptidase inhibitors, primary screen, biochemical, single point, plate reader; inhibition, % at 10.7 µM; recombinant ERAP1, Leu-AMC fluorescence, 60 min; Endoplasmic reticulum aminopeptidase 1 (Homo sapiens), Q9NZ08; AID 652197, 2013; 340,000 compounds, 0.15% hits;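 active = mean replicate inhibition of at least 30%, or all replicates individually reaching that 30% level; inactive = mean below 30% and not every replicate reaching it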;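 note: 0% = neutral control wells and 100% = L-leucinethiol positive control wells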
ERp5 inh = inhibitors of ERp5-driven insulin aggregation, primary screen, biochemical, turbidity, absorbance 650 nm, single point. Protein disulfide-isomerase A6 (Homo sapiens), Q15084. 90 min. AID 651711, 2012. 350,000 compounds, 0.05% hits. inhibition, % at 9.99 µM;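 active = mean replicate inhibition above about 25%, with every replicate also reaching it, limit read from the data, passing the limit was not always enough; inconclusive = only one of those two criteria met; inactive = neither criterion met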
Target sequence (Q15084 whole entry, looked up): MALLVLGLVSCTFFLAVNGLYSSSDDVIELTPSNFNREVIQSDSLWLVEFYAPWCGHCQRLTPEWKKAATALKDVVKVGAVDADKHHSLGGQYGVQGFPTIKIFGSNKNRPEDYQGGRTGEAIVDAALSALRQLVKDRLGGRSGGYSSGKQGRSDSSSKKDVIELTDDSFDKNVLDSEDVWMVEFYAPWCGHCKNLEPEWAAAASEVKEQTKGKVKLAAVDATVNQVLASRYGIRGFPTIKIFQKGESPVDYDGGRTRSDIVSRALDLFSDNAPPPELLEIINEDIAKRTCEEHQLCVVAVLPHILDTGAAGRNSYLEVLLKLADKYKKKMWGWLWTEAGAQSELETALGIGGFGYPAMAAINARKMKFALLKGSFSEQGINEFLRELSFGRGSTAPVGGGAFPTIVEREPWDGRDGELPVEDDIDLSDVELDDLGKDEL
RAD54 branch = inhibitors of human RAD54 branch migration, primary screen, biochemical, fluorescence, single point | RAD54 Holliday junction branch migration, FAM/BHQ fluorescence | AID 602329, 2012 | inhibition, % at 10.4 µM | 360,000 compounds, 0.14% hits;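 active = mean normalized replicate activity at least 40 and at least half of replicates scoring 40 or more; inconclusive = only one of the two criteria met; inactive = mean below 40 and under half of replicates reaching 40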;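 note: 0% = median of neutral control wells and 100% = median of positive control wells; inhibitors cause a drop in the FAM fluorescence signal; in these data hits start at about 50%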
XiGFP reactiv = activators of inactive X chromosome reactivation, primary screen, imaging, XiGFP fibroblasts, GFP high-content imaging, set 2 | XiGFP mouse fibroblasts, % GFP-positive cells imaging, 3 d; cells co-treated with 5-aza-dC sensitizer; scaled so ellipticine positive control = 100% | AID 743238, 2013 | 360,000 compounds, 0.055% hits | activation, % at 7.58 µM;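 active = mean normalized replicate activation at least 10% and every replicate at or above 10%; inconclusive = only one of the two criteria met; inactive = mean below 10% and not all replicates reach 10%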;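 note: 0% = median of on-plate neutral control wells and 100% = ellipticine 6 µM median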
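Material: SV40-immortalized XiGFP fibroblast cells, line 68-5-11 | Buffer or medium: DMEM containing 5-aza-dC | Dosing: One concentration, pinned | Times: 3 d treatment, 15 min room-temperature fixation | Controls: Ellipticine 6 µM positive control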
RAD52 anneal inh = RAD52 DNA annealing inhibitors, primary screen, biochemical, FRET, single point, set 2. recombinant RAD52 DNA annealing, FRET fluorescence. inhibition, % at 18.7 µM. 360,000 compounds, 0.46% hits. AID 651710, 2012;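 active = every replicate showing at least 50% inhibition; inconclusive = mean inhibition at least 50% but not in every replicate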
Target sequence (P43351 whole entry, looked up): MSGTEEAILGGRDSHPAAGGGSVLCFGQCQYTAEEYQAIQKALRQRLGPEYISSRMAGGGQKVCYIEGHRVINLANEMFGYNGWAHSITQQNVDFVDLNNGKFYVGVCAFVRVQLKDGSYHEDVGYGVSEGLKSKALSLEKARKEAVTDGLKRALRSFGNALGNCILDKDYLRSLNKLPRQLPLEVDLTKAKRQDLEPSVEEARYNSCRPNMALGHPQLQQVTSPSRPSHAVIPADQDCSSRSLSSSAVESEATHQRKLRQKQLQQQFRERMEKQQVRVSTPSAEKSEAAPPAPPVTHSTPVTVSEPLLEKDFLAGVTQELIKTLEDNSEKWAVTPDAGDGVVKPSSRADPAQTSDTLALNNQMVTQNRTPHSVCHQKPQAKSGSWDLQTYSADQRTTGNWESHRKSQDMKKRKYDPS
E-selectin induc = E-selectin induction in HUVECs, primary screen, imaging, HUVEC, immunofluorescence imaging, single point | P16581 | normalized: neutral wells 0, TNF-alpha wells 100 | activation, % at 7.58 µM | 260,000 compounds, 0.37% hits;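 active = mean E-selectin-positive cell signal at least 10% of the positive control, reached in at least 60% of replicates, without over 20% cell loss; inconclusive = no rule given, readout overlaps actives, possibly toxicity-flagged; inactive = the rest, including those meeting only one limit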;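 note: in these data hits start at about 27%; measured in HUVEC primary endothelial cells; signal is the percent of cells scored E-selectin positive by PE staining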
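assay system = HUVEC, human umbilical vein endothelial cells | input = 3,000 HUVEC seeded per well | medium = EGM-2 growth medium on 0.1% gelatin-coated wells | dosing = one compound dose added by pin transfer | signal = immunofluorescence imaging | read-out basis = % PE-positive cells | control set = TNF-alpha, DMSO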
esBAF inh = Bmi1 luciferase reporter increase in mESCs, primary screen, esBAF inhibitor project, mouse ES cells, Bmi1 luciferase knock-in, single point; reporter increase, % at 12.5 µM; 350,000 compounds, 2% hits; AID 602393, 2012; 24 h; 100% = twice the neutral-well signal; in the data active = activation above about 40%; inconclusive = no clear call, values can overlap the other calls;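 note: 0% = median of the plate's neutral control wells and 100% = double that signal; a rise in the Bmi1 reporter signal indicates esBAF inhibition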
* hit, by the source's call; ? = inconclusive; . = no result given; & = joins results of further samples.

SMILES | S100A4 inh HTS | ERAP1 inh | ERp5 inh | RAD54 branch | XiGFP reactiv | RAD52 anneal inh | E-selectin induc | esBAF inh
O=C(c1ccncc1)N1C[C@@H]2[C@H](c3ccccc31)[C@H](CO)N2C(=O)Nc1ccc(F)cc1 | 0 | -1 | -2 | -3 | 0.2 | -2 | -0.3 | -6
CN1CCN(C(=O)C23CCC(C)(C(=O)C2Br)C3(C)C)CC1 (configuration not stated) | -5 | 5 | -2 | . | 0.2 | -5 | 6.5 | -8
O=C(COc1ccc(Cl)cc1)Nc1ccc(C(=O)O)cc1NC(=O)COc1ccc(Cl)cc1 | 0 | -3 | 11 | -2 | 0.3 | -13 | -0.3 | 3
CCOC(=O)CC(=O)Nc1cc2ccc(OC)c(OC)c2cc1C(=O)OCC | -4 | 3 | -13 | 6 | 0.0 | -11 | . | 0
Cc1ccccc1NC(=S)Nc1cccc([N+](=O)[O-])c1 | 1 | 2 | 6 | 2 | . | 6 | . | -2
C[C@H]1CN([C@@H](C)CO)C(=O)c2cc(C3=CCCCC3)cnc2O[C@H]1CN(C)Cc1cccnc1 | 0 | -1 | -5 | 6 | 0.2 | 11 | 0.2 | -5
C[C@@H]1CN([C@@H](C)CO)C(=O)Cc2cc(NC(=O)Cn3cnnn3)ccc2O[C@@H]1CN(C)Cc1ccccc1 | -2 | -2 | -2 | 5 | 0.1 | -3 | 0.2 | 5
CO[C@@H]1CN(C)C(=O)c2cc(NS(=O)(=O)c3ccc(C)cc3)ccc2OC[C@H](C)NC[C@@H]1C | 23 | 2 | 3 | 8 | 0.1 | -21 | 0.3 | 1
Cc1cccc(-c2ccc(C3[C@@H]4CN(C(=O)C5CCCC5)C[C@H]3N4)cc2)c1 (some centres not stated) | 6&-1 | -2&-6 | 7&0 | . | -0.1&0.0 | 42&-27 | -0.8&0.3 | .
Cc1cc(C)c2c3c(sc2n1)C(c1ccccc1)C(C#N)=C(N)O3 (configuration not stated) | -1 | -3 | -2 | . | . | 7 | . | .
CCCOc1ccc(N2C(=O)CC(N(Cc3ccccc3)N=O)C2=O)cc1 (configuration not stated) | 8 | . | 5 | 4 | 0.5 | 4 | 0.3 | -3
C#CCOCCOCCOCCNc1nc(N2CCN(C(=O)[C@H]([C@@H](C)CC)n3cc([C@@H](N)Cc4ccc(O)cc4)nn3)CC2)nc(N2CCN(C(=O)[C@H]([C@@H](C)CC)n3cc([C@@H](N)CC(C)C)nn3)CC2)n1 | 0 | -12 | -4 | 22 | 0.0 | -79 | 0.0 | 4
CCOc1ccc(-c2nn(-c3ccccc3)cc2/C=C2\SC(=S)N(Cc3ccco3)C2=O)cc1 | 6 | 3 | -1 | . | 0.0 | -85 | . | .
O=C(CN1CCN(S(=O)(=O)N2CCOCC2)CC1)Nc1cc(Cl)cc(Cl)c1 | 0 | 2 | 0 | -2 | 0.0 | -4 | -0.1 | -2
CCN(CC(=O)NCc1cccs1)S(=O)(=O)c1ccc(F)cc1 | -1 | -3 | 1 | 8 | 0.0 | -2 | -1.2 | -6
CC(C)c1cc(C(C)C)c(S(=O)(=O)N2CCNCC2)c(C(C)C)c1 | -6 | 1 | -1 | 7 | 0.1 | 8 | 7.4 | 3
O=C(Nc1cccc(NC(=O)c2cccc(F)c2)n1)c1cccc(F)c1 | -14 | 2 | 4 | -6 | 0.1 | -54 | . | 20
CCCc1ccc2oc(C(=O)N(Cc3ccncc3)CC3CCCO3)c(C)c2c1 (configuration not stated) | 4 | 3 | -3 | 1 | 0.0 | -3 | . | 6
CCOC(=O)c1cccc(NC(=O)CC2Oc3ccccc3NC2=O)c1 (configuration not stated) | 0 | -6 | 1 | 7 | 0.0 | -18 | . | 15
CCCCOc1ccccc1-c1ccccc1CN1[C@@H](C(C)C)COCCS1(=O)=O | 0 | . | -1 | -2 | -0.1 | -18 | -0.8 | -4
COc1ccc(S(=O)(=O)N(C)C[C@@H]2OCCCC[C@@H](C)Oc3ccc(NC(=O)Nc4c(C)noc4C)cc3C(=O)N([C@@H](C)CO)C[C@@H]2C)cc1 | -21 | -1 | 0 | 0 | 0.0 | -35 | 0.6 | 0
FC(F)(F)c1cc(Cl)c2nc(-c3ccccc3)c(Cc3cccc(Cl)c3)n2c1 | -4 | . | -4 | . | 0.0 | -46 | 9.1 | .
C[C@@H]1CCCCO[C@H](CN(C)S(=O)(=O)c2ccc(Cl)cc2)[C@H](C)CN([C@H](C)CO)C(=O)c2cc(NC(=O)CCC(F)(F)F)ccc2O1 | 0 | 2 | 2 | -1 | -0.1 | 11 | 1.1 | -3
O=C(CSc1nc2c([nH]c3ccccc32)c(=O)n1-c1ccc(F)cc1)NCc1ccco1 | -1 | 2 | 1 | 3 | 0.2 | 7 | 0.6 | -7
CC(C)CC(=O)c1c[nH]c(C(=O)NCc2ccc(F)cc2)c1 | -2 | -1 | 5 | 0 | 0.0 | -4 | -0.1 | -4
Oc1c(CN2CCOCC2)ccc(CN2CCOCC2)c1O | ? | 0 | -9 | 14 | 0.0 | -12 | -0.2 | -9
Cn1cc(CNC(=O)C2CCC(=O)N(Cc3ccccc3F)C2)cn1 (configuration not stated) | 1 | -2 | -3 | -7 | -0.1 | -9 | 0.1 | -10
CN1CCN(c2cc(=O)n(-c3ccc(Cl)cc3)c(=O)[nH]2)CC1 | -16 | 1 | -5 | -6 | 0.2 | -15 | 0.0 | -4
Cc1ccc(OCCOCCN2CCCC2)c(Br)c1 | -8 | -1 | 0 | -3 | 0.0 | -9 | . | -4
COc1cc(C(C)=O)ccc1Oc1cnccn1 | 2 | 3 | 1 | . | 0.4 | -12 | -0.1 | -3
C[C@H](CO)N1C[C@H](C)[C@H](CN(C)CC2CC2)Oc2c(NC(=O)C3CC3)cccc2C1=O | 2 | 0 | -3 | 4 | 0.0 | 13 | 64* | -5
Cc1nn(-c2ccccc2)c2[nH]c(=O)cc(C(F)F)c12 | -2 | 2 | 5 | -3 | 0.2 | -8 | 1.4 | -3
C#CCOCCOCCOCCNc1nc(N2CCN(C(=O)[C@H]([C@@H](C)CC)n3cc(CCC(=O)O)nn3)CC2)nc(N2CCN(C(=O)[C@H](CCCCN)n3cc(CCCC)nn3)CC2)n1 | -1 | 0 | 0 | -8 | 0.3 | 12 | 0.1 | -4
O=C(Cc1ccc(Br)cc1)NNC(=O)Nc1ccc(Cl)cc1 | -3 | -5 | -1 | 0 | 0.0 | -12 | . | -12
CC(=O)N(C)c1ccc(OCC(O)Cn2c(C)nc3ccccc32)cc1 (configuration not stated) | 0 | 4 | -3 | . | 0.0 | -16 | -0.1 | .
O=C(Nc1ccc(F)cc1)C1CCC(CNc2c(N3CCCCC3)c(=O)c2=O)CC1 (configuration not stated) | 2 | 4 | 10 | 2 | 1.0 | -12 | -0.4 | -3
CCOC(=O)N1CCC(NC(=O)Cn2c3c(c(-c4ccccc4Cl)cc2=O)CCC3)CC1 | -1 | 21 | 2 | 8 | 0.0 | -2 | 5.1 | 0
COC(=O)[C@@]1(Cc2ccc(F)cc2)[C@H]2c3cc(C(=O)N4CCCC4)n(CCc4ccc(OC)c(Br)c4)c3C[C@H]2CN1C(=O)c1ccccc1 | -14 | . | -2 | . | 0.0 | -23 | -7.3 | .
O=C1CCC(=O)N1CC(=O)N(c1ccccc1)c1ccccc1 | 1 | 4 | -9 | . | 0.1 | -16 | . | .
O=C(N[C@H]1C[C@@H]2O[C@@H](CO)CC[C@@H]2O[C@@H]1CCc1ccc(C#CC2CC2)cc1)c1cccc(F)c1 | -2 | -1 | 0 | . | . | -9 | . | .
O=C(CN1C(=O)c2cccnc2Oc2ccc(Cl)cc21)NCCC1=CCCCC1 | -2 | 1 | 0 | 7 | 0.0 | -6 | . | 4
Cc1cc(C(=O)Nc2ccc3c(c2)C(=O)N(C)[C@@H]2CC[C@@H](CC(=O)NCC(F)(F)F)O[C@H]2CO3)no1 | -8 | -2 | 3 | -6 | 0.3 | 4 | 0.0 | 3
CC1(C(=O)NCCc2c[nH]c3ccccc23)C=CCN1C(=O)c1ccccc1 (configuration not stated) | 14 | -1 | 1 | -5 | 0.0 | -17 | -0.2 | 10
CCCCN(C(=O)NC(=O)C1=C(N2CCOCC2)/C(=C/c2ccccc2)CC1)S(C)(=O)=O | -3 | -25 | -4 | -2 | . | -23 | . | 6
COc1ccc(S(=O)(=O)N(C)C[C@@H]2OCCCC[C@@H](C)Oc3ccc(NS(=O)(=O)c4ccc(F)cc4)cc3C(=O)N([C@H](C)CO)C[C@@H]2C)cc1 | -4 | -4 | -3 | -15 | 0.0 | 6 | -0.2 | 5
O=C(CS)Nc1ccc2ccccc2c1 | 0 | -1 | -1 | -18 | 0.2 | -3 | 0.4 | -8
CN1C(=O)c2cc(NC(=O)c3ccc(F)cc3)ccc2OC[C@@H]2O[C@@H](CC(=O)NCC3CC3)CC[C@H]21 | -1 | -4 | 0 | 1 | 1.2 | 24 | -0.1 | -1
O=C(COC(=O)CNC(=O)c1ccccc1)Nc1ccc(F)c([N+](=O)[O-])c1 | 2 | 1 | -5 | . | 0.4 | -15 | . | .
COCC(=O)N(C)C[C@@H]1Oc2cc(-c3cccnc3)ccc2S(=O)(=O)N([C@@H](C)CO)C[C@H]1C | 5 | 0 | -1 | 13 | 0.2 | 11 | -0.2 | -6
CCOC(=O)c1c(C)[nH]c(C(=O)COC(=O)/C=C/c2cccc(OC)c2OC)c1C | -3 | 0 | -2 | -6 | 0.0 | -10 | -1.2 | .
C[C@H](CO)N1C[C@H](C)[C@H](CN(C)CC2CC2)OCCCC[C@H](C)Oc2ccc(NC(=O)Nc3ccc4c(c3)OCO4)cc2C1=O | 10 | -3 | 8 | 17 | . | 55* | . | 2
Cc1noc(C)c1NC(=O)N(C)C[C@H]1OCc2cn(nn2)CCCC(=O)N([C@H](C)CO)C[C@@H]1C | -2&-1 | -1&0 | 0&-2 | 1 | 0.1&0.0 | 9&0 | -0.6 | -2
Cc1noc(C)c1S(=O)(=O)Nc1ccc2c(c1)C(=O)N([C@@H](C)CO)C[C@@H](C)[C@@H](CN(C)C(=O)NC1CCCCC1)OCCCC[C@@H](C)O2 | 10 | 0 | -1 | -6 | 0.1 | -72 | -0.1 | 3
CCn1c(O)c(/C=C/C=C/C=Nc2ccccc2)sc1=S | -17 | 13 | 5 | . | 0.0 | -39 | . | .

Screening data deposited in PubChem BioAssay by Broad Institute.

Random draw from the library, and some 2.5% of all compounds hit somewhere here.
